Screening results deposited in PubChem by several laboratories.
DAX1 inh-1: DAX1 (NR0B1) inhibition, primary screen. inhibition, % at 6.8 µM. hit rate 1.1% among 370,000. AID 652010. HEK293T StAR-luciferase reporter, SF-1/DAX-1 repression relief;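 active means inhibition above the mean over all tested compounds plus 3 SD, cut at about 3.6% in these data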;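 further: 0% = DAX-1 cells with DMSO and 100% = cells lacking DAX-1 with DMSO; higher inhibition means more luminescence from relief of DAX-1 repression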
SMARCA2 activ: SMARCA2 function activation, primary screen | MG213 cells, MMTV-luciferase reporter, dexamethasone, overnight | activation, % at 9.1 µM | hit rate 1% among 370,000; in the data active means activation above about 7.8%;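 further: 0% = vehicle wells and 100% = reference activator wells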
NPR1 activator: GC-A (human) enzyme activation | P16066 | HEK293 GC-A cells, cGMP TR-FRET, EC30 ANP; 0% at EC30 ANP, 100% saturating ANP | activation, % at 10 µM | hit rate 0.14% among 370,000 | AID 1671463; in the data active means activation above about 40%
ADAM10 inh: inhibitors of human ADAM10; O14672; hit rate 0.62% among 370,000; inhibition, % at 7 µM; recombinant ADAM10, EDANS/DABCYL FRET peptide cleavage, 3 h;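 active means inhibition above a per-campaign cutoff equal to the mean of compounds falling between control-based bounds plus 3 SD, cut at about 20% in these data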;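 further: 0% = DMSO wells while the 100% control is not disclosed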
Target sequence (O14672 214-748 limits assumed): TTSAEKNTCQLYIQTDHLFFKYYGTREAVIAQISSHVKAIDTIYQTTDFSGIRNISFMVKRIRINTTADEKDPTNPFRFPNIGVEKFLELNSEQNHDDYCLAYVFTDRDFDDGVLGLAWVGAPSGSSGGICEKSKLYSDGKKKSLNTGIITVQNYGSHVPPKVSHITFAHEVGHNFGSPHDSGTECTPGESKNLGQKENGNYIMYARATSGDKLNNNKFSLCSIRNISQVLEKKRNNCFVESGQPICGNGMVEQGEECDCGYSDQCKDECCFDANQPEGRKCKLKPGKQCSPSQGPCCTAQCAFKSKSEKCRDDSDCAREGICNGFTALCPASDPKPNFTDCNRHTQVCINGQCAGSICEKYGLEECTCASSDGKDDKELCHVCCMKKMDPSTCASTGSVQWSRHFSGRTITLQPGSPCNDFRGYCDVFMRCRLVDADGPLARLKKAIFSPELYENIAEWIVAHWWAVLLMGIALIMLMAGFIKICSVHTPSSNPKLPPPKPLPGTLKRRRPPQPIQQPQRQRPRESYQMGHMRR
DAX1 inh-2: NR0B1 (DAX1) inhibition. hit rate 0.99% among 340,000. inhibition, % at 6.75 µM. AID 504766. HEK293 Gal4-DAX1 luciferase reporter, luminescence;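 active means inhibition above the mean over all tested compounds plus 3 SD, cut at about 4.2% in these data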;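 further: 0% = DAX1-transfected cells with DMSO and 100% = empty-vector control cells with DMSO; inhibition shows as a rise in luminescence from relieved DAX1 repression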
Target sequence (P51843 207-470 limits assumed): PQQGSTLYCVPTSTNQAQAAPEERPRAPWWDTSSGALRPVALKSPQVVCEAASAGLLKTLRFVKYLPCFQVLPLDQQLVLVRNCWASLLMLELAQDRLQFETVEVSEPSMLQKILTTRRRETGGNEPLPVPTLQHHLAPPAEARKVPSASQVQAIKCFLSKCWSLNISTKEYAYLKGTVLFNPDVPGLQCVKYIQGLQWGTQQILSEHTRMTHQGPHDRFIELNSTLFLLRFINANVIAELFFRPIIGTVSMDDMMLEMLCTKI
PG9 binder: PG9 antibody binding by small molecule; TR-FRET gp120-PG9 antibody binding; inhibition, % at 6.7 µM; hit rate 0.43% among 360,000; AID 624416; in the data active means inhibition above about 8.5%
ssDAF-12 act: activates DAF-12 receptor from parasite S. stercoralis; HEK293 ssDAF-12/GRIP1 lit1-tk-luc reporter, luminescence; % of 3 µM dafachronic acid response; hit rate 1% among 370,000; activation, % at 6.8 µM;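 active means activation above the mean over all tested compounds plus 3 SD, cut at about 0.9% in these data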;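 further: 0% = DMSO-only wells and 100% = 3 µM delta7-dafachronic acid wells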
hgDAF12 agonist: activates the H. glycines DAF-12 receptor ligand-binding domain | AID 687014 | hit rate 1.8% among 370,000 | HEK293 GAL4-hgDAF12 UAS-luciferase reporter, agonist luminescence; normalized to butyrate control | activation, % at 6.8 µM;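 active means activation above a cutoff set at the mean of all screened compounds plus 3 SD, cut at about 10% in these data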;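 further: 0% = DMSO wells and 100% = sodium butyrate wells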
hcDAF-12 act: activates DAF-12 receptor from parasite H. contortus; activation, % at 6.8 µM; hit rate 1.4% among 370,000; AID 652067; HEK293 hcDAF-12 lit1-tk-luc reporter, luminescence; 0% DMSO, 100% Δ7-dafachronic acid;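 active means activation above the mean of all tested compounds plus 3 SD, cut at about 5.5% in these data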;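 further: 100% = response to 3 µM Δ7-dafachronic acid high control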
ADAM17 inh: ADAM17 inhibition, QFRET primary screen; P78536; inhibition, % at 6.95 µM; AID 720648; recombinant ADAM17, EDANS/DABCYL FRET peptide cleavage; hit rate 0.83% among 370,000;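 active means inhibition above the mean of compounds lying between control limits plus 3 SD, set per campaign, cut at about 8.5% in these data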;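 further: 0% = DMSO-only wells as the low control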
FXN GAA850 act: increases GAA850 frataxin promoter reporter activity | HEK293 lucGAA850 FXN promoter luciferase reporter, 24 h; percent of 10 µM SAHA response | hit rate 0.56% among 360,000 | activation, % at 6 µM;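 active means activation above the average of all compounds screened plus 3 SD, cutoff fixed separately per campaign, cut at about 7.5% in these data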;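 further: 0% = DMSO wells and 100% = 10 µM SAHA wells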
An asterisk follows results filed as active; · = not tested or not shown.

smiles,DAX1 inh-1,SMARCA2 activ,NPR1 activator,ADAM10 inh,DAX1 inh-2,PG9 binder,ssDAF-12 act,hgDAF12 agonist,hcDAF-12 act,ADAM17 inh,FXN GAA850 act
CC(c1c(O)c2ccccc2[nH]c1=O)C1(C)CCC(O)C(C)(C)O1 (stereo not given),1.0,3,0,-9,-0.1,0.3,-1.2,-0.8,0.7,-1,5.0
O=C(c1ccnc(Cl)c1)N1CCCC(Nc2ccc(F)cc2)C1 (stereo not given),0.6,-1,4,-2,-0.1,-0.4,-0.5,-0.5,1.3,-4,0.7
COc1cc(NC(=O)CCS(=O)(=O)c2ccc3c(c2)n(C)c(=O)c(=O)n3C)cc(OC)c1,1.1,2,6,-4,1.1,-0.9,-1.1,0.9,-0.9,-3,-1.2
Cc1cccc(S(=O)(=O)N(CC(=O)Nc2ccccc2C)Cc2ccco2)c1,-1.3,2,0,8,-0.4,-1.8,-1.5,-0.8,-0.5,0,-1.7
CCC(C)NC(=O)c1ccc(CSCc2ccc(Cl)cc2)o1 (stereo not given),0.2,-2,4,5,-1.4,-0.3,-1.6,-2.6,0.3,-2,-0.8
Cc1ccc[n+](CC(=O)Nc2ccc([N+](=O)[O-])cc2Cl)c1,-1.7,0,-1,-13,-0.9,-0.9,-1.0,1.4,-0.5,-1,-1.5
Cc1c(CCC(=O)O)c(=O)oc2cc3occ(-c4ccccc4)c3cc12,0.5,-2,-3,-58,-1.8,-2.9,-2.1,-3.0,-3.2,-28,-3.4
Cc1cccc(C)c1NC(=O)CSc1n[nH]c(=O)n1C1CC1,-1.2,0,0,-14,1.1,-0.5,-0.9,1.3,1.3,0,1.3
CC1CCCC(C)N1C(=O)CSc1nc2ncnc(N)c2[nH]1 (stereo not given),0.5,-1,-3,5,-0.5,-0.8,-1.6,0.8,-0.1,-3,4.3
C[C@H](CO)N1C[C@H](C)[C@@H](CN(C)Cc2ccc(Oc3ccccc3)cc2)Oc2cc(Br)ccc2S1(=O)=O,-0.7,1,3,6,-0.8,0.3,-0.7,2.0,1.0,6,3.2
Nc1nc(-c2ccco2)nn1C(=O)c1ccc(Cl)cc1,0.4,-3,-6,10,1.1,1.7,-0.8,1.7,-1.1,5,-0.1
CCOC(=O)C1(CC2CCCCO2)CCN(S(=O)(=O)c2cc(C)cs2)CC1 (stereo not given),0.2,0,-3,-1,-1.2,-0.5,-0.8,-0.6,1.7,1,-0.3
CC(C)(C)NC(=O)CN(C(=O)c1snc(C(=O)NC2CCCCC2)c1N)c1ccc(F)cc1,0.0,4,9,5,-1.6,-2.3,-1.0,0.3,0.1,-1,2.2
CCN1CCN(Cc2cc(=O)oc3ccc(C)cc23)CC1,0.1,-1,1,3,2.5,-2.2,-0.7,1.9,-1.1,-2,2.2
CCOCCCN(C(=O)Cn1nnc(-c2ccc(C)o2)n1)C(C(=O)NCC1CCCO1)c1ccc(F)cc1 (stereo not given),0.8,-1,3,1,-0.4,-0.7,-1.6,-1.9,-1.5,0,0.6
Nc1nc(N)c2sc3nc(C(F)(F)F)cc(C(F)(F)F)c3c2n1,-0.5,-2,9,-7,-0.5,-3.3,-1.2,0.6,-2.5,2,4.4
O=C(C(=O)N1CCCC1CO)N1CCCC1CO (stereo not given),-0.4,-2,-1,-3,0.5,-1.2,-1.4,0.9,-1.1,-3,1.9
Cc1cc(C)cc(CC(Cc2nc3ccccc3[nH]2)c2nc3ccccc3[nH]2)c1 (stereo not given),-0.4,-6,-8,9,1.0,1.2,-1.3,-1.1,-1.9,2,-6.2
O=C(CCCCl)Nc1nc(-c2ccc3c(c2)OCCO3)cs1,1.4,6,5,-8,1.5,1.0,-0.3,10,4.8,3,3.1
CCOc1ccc(C(=O)NCC(=O)NNC(=O)CN(C)S(=O)(=O)c2ccc(Cl)cc2)cc1,-0.4,-2,-1,-5,1.2,-1.3,-0.6,-2.0,-0.7,0,0.1
Cc1ccc(O)c(NC2=C(Cl)C(=O)N(Cc3ccccc3)C2=O)c1,-0.6,0,8,-6,0.5,0.8,-0.8,-1.7,0.1,0,8.1*
Cc1ccc(-n2nc(C)c(Sc3ccccc3[N+](=O)[O-])c2N)cc1,-0.1,-3,-2,2,-0.9,-1.9,-0.2,-0.3,1.6,4,-0.3
COc1ccccc1CCNC(=O)C(=O)NCC1OCCN1C(=O)c1ccc(Cl)cc1 (stereo not given),-1.3,0,-1,-3,0.0,-1.6,-1.1,-0.3,-1.5,1,-1.0
CC1Cc2[nH]c(=S)[nH]c(=O)c2C(C(C)C)O1 (stereo not given),2.2,-2,5,-20,·,4.4,-1.0,-2.0,-1.3,-3,·
CC1O[C@H](OC2C(COC3OC(CO)C(O)[C@H](O)C3O)OC(OC3CC[C@]4(C)C(CC[C@@]5(C)[C@@H]4C=C[C@]46OC[C@@]7(CCC(C)(C)C[C@H]74)C(O)C[C@@]56C)C3(C)C)C(O)C2O)C(O)C(O)C1O (stereo not given in full),-0.2,1,3,-5,1.4,0.5,-1.0,0.7,-0.6,-3,0.7
COc1ccc(Nc2nc(C)nc3c2nnn3Cc2ccccc2)cc1OC,-1.4,-1,19,-97,-1.3,0.1,-1.6,0.1,-4.1,-4,-1.6
CC(C)(C)c1ccc(SCCc2ccncc2)cc1,-1.4,-3,-1,7,0.0,-1.4,-1.4,-4.1,-2.5,4,0.3
CCOC(=O)Cc1csc(SCC(=O)Nc2nccs2)n1,-0.5,-1,1,-3,-0.4,-1.9,-0.6,4.0,0.1,-1,-2.0
CCOc1ccc(Br)cc1S(=O)(=O)Nc1ccc(NC(=O)c2ccccc2C)cc1,0.0,-1,2,-9,0.1,-0.5,-1.4,-3.8,-1.9,-5,0.8
O=C(Nc1ccnn1C1CCN(Cc2ccccc2OCCO)CC1)c1cccc(F)c1,-0.3,-1,-3,5,0.1,-2.2,0.0,-0.9,0.8,-4,-0.3

Fetched by compound from the list above:
smiles,DAX1 inh-1,SMARCA2 activ,NPR1 activator,ADAM10 inh,DAX1 inh-2,PG9 binder,ssDAF-12 act,hgDAF12 agonist,hcDAF-12 act,ADAM17 inh,FXN GAA850 act
CCOC(=O)C1(CC2CCCCO2)CCN(S(=O)(=O)c2cc(C)cs2)CC1 (stereo not given),0.2,0,-3,-1,-1.2,-0.5,-0.8,-0.6,1.7,1,-0.3
O=C(c1ccnc(Cl)c1)N1CCCC(Nc2ccc(F)cc2)C1 (stereo not given),0.6,-1,4,-2,-0.1,-0.4,-0.5,-0.5,1.3,-4,0.7

(continued)
smiles,DAX1 inh-1,SMARCA2 activ,NPR1 activator,ADAM10 inh,DAX1 inh-2,PG9 binder,ssDAF-12 act,hgDAF12 agonist,hcDAF-12 act,ADAM17 inh,FXN GAA850 act
Cc1nc(SCC(=O)NCCc2ccccc2)c2oc3ccccc3c2n1,0.4,1,4,-5,-0.8,26*,-0.4,0.0,-1.2,-2,-0.1
Cc1sc2nc(SCC(=O)c3ccc(O)c(O)c3)n(Cc3ccco3)c(=O)c2c1C,-0.2,-5,-12,16,·,·,-1.4,-0.6,-0.5,10*,·
CC(=O)Nc1ccc(NC(=S)NC(=O)/C=C/c2ccc(Cl)cc2)cc1,0.5,-1,-8,2,1.8,-0.1,-1.4,-2.3,-1.3,-2,2.8
COc1ccc(S(=O)(=O)NCCCN2CCCC2=O)cc1OC,1.4,-3,0,-4,0.0,-1.4,-0.6,-1.4,-0.8,-4,0.0
CCNC(=S)N/N=C/c1cn(Cc2ccccc2F)c2ccccc12,-1.5,-2,41*,12,-0.7,-5.5,-1.0,0.1,-1.1,9.1*,2.8
Cc1ccc(NC(=O)CSc2nc(N)cc(=O)[nH]2)cc1S(=O)(=O)N1CCCCC1,0.6,4,-1,4,1.8,0.0,-1.1,-0.4,-0.9,-1,0.0
O=C(O)c1cnc(-c2ccccc2)nc1Sc1ccc(Cl)cc1,-1.3,0,2,-11,0.2,2.7,-1.2,0.4,-0.8,-2,1.3
O=C(CC1CC2CCC1C2)NC1CCCCCCC1 (stereo not given),0.3,9.5*,2,1,0.6,-2.2,-1.1,10,-0.4,2,4.5
CC1CCCN(C(=O)C2COc3ccccc3O2)C1 (stereo not given),0.3,4,4,-2,0.0,-1.5,0.1,-0.2,-1.7,-4,2.3
O=C(O)c1ccccc1NS(=O)(=O)c1ccc(N/N=C/c2cccc(O)c2O)c([N+](=O)[O-])c1,1.3,-3,-4,9,0.5,0.9,-1.7,1.0,0.4,8,-1.4
CO/N=C(\C)c1ncc(C(F)(F)F)cc1N1CCOCC1,0.7,-2,-3,-2,-0.2,-3.5,-1.0,-1.5,-0.5,0,0.8
COc1ccc(-c2cc(C(=O)NCc3cccnc3)no2)cc1,-0.1,-1,13,-7,0.4,-0.5,-0.9,6.8,-0.8,-7,5.1
CN(C(=O)c1ccc(NC(=O)Cc2ccc(NC(=O)C3CCN(S(=O)(=O)c4cccc([N+](=O)[O-])c4)CC3)cc2)cc1)C1CCCC1,-2.0,-4,-2,2,-0.1,-0.7,-0.8,0.7,-0.6,0,-0.2
COc1ccc(NC(=O)C2CCN(C(=O)c3ccccc3)CC2)c(OC)c1,-0.7,2,2,0,-1.0,-1.3,-1.9,0.0,-0.2,-2,1.6
Cc1cc(NC(=O)CCNS(=O)(=O)c2cc(Br)cnc2N)ccc1Br,0.2,-1,-8,3,0.1,-0.8,-1.4,-1.4,0.8,3,2.8
CC(C)Cc1nc(Cl)c(C#N)c2c1CCC2,-0.2,0,1,2,1.2,1.1,-0.7,3.5,0.1,-6,-0.4
CCCn1c(=O)c2ccccc2n2c(SCCOc3ccc(Cl)cc3)nnc12,-0.3,-1,-8,2,-1.2,-1.0,-1.0,1.0,-1.2,-4,0.0
O=C(CN(C(=O)c1csnn1)c1cccc(F)c1)NCc1ccc(F)cc1,0.0,-1,2,2,1.1,-1.8,-0.4,-0.8,0.2,1,0.5
